BioA inh: inhibitors of Mycobacterium tuberculosis BioA enzyme; purified M. tuberculosis BioA enzyme, plate reader; inhibition, % at 9.99 µM; actives 0.096% (n = 360,000); in the data active means inhibition above about 40%
* = called active by the depositor. These rows are one share of the data (hit frequency here may not be typical).

SMILES | BioA inh
O=C(C[C@H]1C[C@@H]2c3cc(NC(=O)Nc4ccccc4F)ccc3O[C@@H]2[C@@H](CO)O1)NC1CCCCC1 | 0.2
Cc1ccc(S(=O)(=O)N[C@H]2CC[C@H](CC(=O)NCc3ccccc3F)O[C@@H]2CO)cc1 | -2.2
C[C@@H]1CCCCO[C@@H](CN(C)S(=O)(=O)c2cccs2)[C@H](C)CN([C@H](C)CO)C(=O)c2cc(NC(=O)Nc3ccccc3)ccc2O1 | -0.6
O=C(C[C@H]1CC[C@H]2[C@@H](COC[C@@H](O)CN2C(=O)Cc2ccccc2)O1)NC1Cc2ccccc2C1 | -2.0
C[C@@H]1CN([C@@H](C)CO)C(=O)c2cc(-c3cccnc3)cnc2O[C@H]1CN(C)C | 0.3
C[C@@H]1CN([C@H](C)CO)C(=O)c2cccc(NC(=O)c3nc4ccccc4s3)c2O[C@@H]1CN(C)C(=O)Nc1ccccc1 | 1.8
COCCNC(=O)C[C@H]1C[C@H]2c3cc(NS(=O)(=O)c4ccc(F)cc4)ccc3O[C@H]2[C@@H](CO)O1 | -2.5
COc1ccc(NC(=O)N(C)C[C@H]2OCCCC[C@@H](C)Oc3ccc(NS(=O)(=O)c4ccc(Cl)cc4)cc3C(=O)N([C@H](C)CO)C[C@@H]2C)cc1 | 0.7
Cc1ccc(S(=O)(=O)NCC[C@@H]2CC[C@H](NC(=O)Nc3ccccc3F)[C@H](CO)O2)cc1 | 3.9
C[C@@H]1CN([C@@H](C)CO)C(=O)c2cc(NC(=O)c3ccncc3)ccc2O[C@@H]1CN(C)S(=O)(=O)c1ccc(F)cc1 | 0.8
C[C@@H]1CN([C@H](C)CO)C(=O)Cc2cc(NC(=O)Nc3ccc(C(F)(F)F)cc3)ccc2O[C@@H]1CN(C)C | 3.9
O=C(C[C@@H]1CC[C@@H]2[C@H](COC[C@H](O)CN2C(=O)C2CC2)O1)NCc1ccccc1Cl | -1.8
O=C(N[C@H]1CC[C@H](CC(=O)N2CCc3ccccc3C2)O[C@H]1CO)C1CCOCC1 | 1.4
C[C@H](CO)N1C[C@H](C)[C@H](CN(C)C(=O)C2CCCCC2)OCCCC[C@H](C)Oc2ccc(NC(=O)Nc3ccc(C(F)(F)F)cc3)cc2C1=O | -1.2
O=C(C[C@H]1C[C@H]2c3cc(NC(=O)Nc4ccccc4F)ccc3O[C@H]2[C@H](CO)O1)NCc1cc(F)ccc1F | -1.7
C[C@@H]1CCCCO[C@@H](CN(C)CC2CCCCC2)[C@H](C)CN([C@@H](C)CO)C(=O)c2cc(NC(=O)Nc3ccc(C(F)(F)F)cc3)ccc2O1 | -0.1
C[C@@H]1CN([C@H](C)CO)C(=O)c2cc(C#Cc3ccccn3)cnc2O[C@H]1CN(C)Cc1ccncc1 | 2.1
O=C([C@@H]1[C@@H](CO)[C@@H]2Cn3c(cccc3=O)[C@H]1N2C(=O)c1ccccn1)N1CCCCC1 | 0.6
C[C@@H]1CCCCO[C@@H](CN(C)S(=O)(=O)c2ccc(Cl)cc2)[C@@H](C)CN([C@@H](C)CO)C(=O)c2cc(NC(=O)Cc3ccccc3)ccc2O1 | -1.1
CN1C[C@H]2[C@@H](c3ccccc31)[C@@H](CO)N2C(=O)C1CC1 | 5.6

Some of these compounds in order of heavy-atom count, lowest first.
SMILES | BioA inh
CN1C[C@H]2[C@@H](c3ccccc31)[C@@H](CO)N2C(=O)C1CC1 | 5.6
C[C@@H]1CN([C@@H](C)CO)C(=O)c2cc(-c3cccnc3)cnc2O[C@H]1CN(C)C | 0.3
O=C(C[C@@H]1CC[C@@H]2[C@H](COC[C@H](O)CN2C(=O)C2CC2)O1)NCc1ccccc1Cl | -1.8
O=C([C@@H]1[C@@H](CO)[C@@H]2Cn3c(cccc3=O)[C@H]1N2C(=O)c1ccccn1)N1CCCCC1 | 0.6
Cc1ccc(S(=O)(=O)NCC[C@@H]2CC[C@H](NC(=O)Nc3ccccc3F)[C@H](CO)O2)cc1 | 3.9
O=C(C[C@H]1CC[C@H]2[C@@H](COC[C@@H](O)CN2C(=O)Cc2ccccc2)O1)NC1Cc2ccccc2C1 | -2.0
C[C@@H]1CN([C@H](C)CO)C(=O)c2cc(C#Cc3ccccn3)cnc2O[C@H]1CN(C)Cc1ccncc1 | 2.1
C[C@@H]1CN([C@@H](C)CO)C(=O)c2cc(NC(=O)c3ccncc3)ccc2O[C@@H]1CN(C)S(=O)(=O)c1ccc(F)cc1 | 0.8
C[C@@H]1CN([C@H](C)CO)C(=O)c2cccc(NC(=O)c3nc4ccccc4s3)c2O[C@@H]1CN(C)C(=O)Nc1ccccc1 | 1.8
C[C@@H]1CCCCO[C@@H](CN(C)S(=O)(=O)c2cccs2)[C@H](C)CN([C@H](C)CO)C(=O)c2cc(NC(=O)Nc3ccccc3)ccc2O1 | -0.6
C[C@@H]1CCCCO[C@@H](CN(C)S(=O)(=O)c2ccc(Cl)cc2)[C@@H](C)CN([C@@H](C)CO)C(=O)c2cc(NC(=O)Cc3ccccc3)ccc2O1 | -1.1
COc1ccc(NC(=O)N(C)C[C@H]2OCCCC[C@@H](C)Oc3ccc(NS(=O)(=O)c4ccc(Cl)cc4)cc3C(=O)N([C@H](C)CO)C[C@@H]2C)cc1 | 0.7

(listing goes on)
SMILES | BioA inh
C[C@H]1CN([C@@H](C)CO)S(=O)(=O)c2ccc(C#CC3CC3)cc2O[C@@H]1CN(C)Cc1ccccc1 | -1.7
CNC[C@H]1Oc2ccc(NS(=O)(=O)c3ccc(OC)cc3)cc2CC(=O)N([C@@H](C)CO)C[C@@H]1C | -1.7
CN(C)CC(=O)Nc1ccc2c(c1)[C@H]1C[C@H](CC(=O)NCCN3CCCCC3)O[C@@H](CO)[C@H]1O2 | -0.4
O=C(Nc1ccc2c(c1)OCO2)N[C@H]1CC[C@@H](CCNC(=O)C2CCCCC2)O[C@@H]1CO | -1.6
C[C@H](CO)N1C[C@H](C)[C@H](CN(C)Cc2ccc(-c3ccccc3)cc2)Oc2ccc(NC(=O)C3CC3)cc2C1=O | -3.0
O=C(Nc1ccccc1)Nc1ccc2c(c1)[C@H]1C[C@H](CC(=O)N3CCOCC3)O[C@@H](CO)[C@H]1O2 | 1.3
C[C@H]1CN([C@@H](C)CO)C(=O)c2cccc(NC(=O)c3ccc(-c4nccs4)cc3)c2O[C@@H]1CN(C)C | -3.1
CO[C@@H]1CC[C@@H]2CCN(C)C(=O)CC3(CCCCC3)CN(C)C(=O)c3cccc(C#N)c3OC[C@@H]1O2 | 1.2
CC(=O)N1[C@H](CO)[C@@H](c2ccc(C3=CCCCC3)cc2)[C@@H]1CNC(=O)CN(C)C | -1.6
CC(C)NC(=O)N(C)C[C@H]1OCCCC[C@@H](C)Oc2ccc(NC(=O)c3ccncc3)cc2C(=O)N([C@H](C)CO)C[C@H]1C | -3.2
Cc1noc(C)c1S(=O)(=O)N(C)C[C@H]1OCCCC[C@H](C)Oc2ccc(NS(=O)(=O)c3ccc(Cl)cc3)cc2C(=O)N([C@@H](C)CO)C[C@@H]1C | -0.4
CCN1[C@@H]2c3ccc(C4=CCCC4)c(=O)n3C[C@@H]2[C@@H](CO)[C@@H]1C(=O)NC1Cc2ccccc2C1 | -0.6
CCc1csc(N2[C@@H](C#N)[C@H](c3ccc(-c4cccc(F)c4)cc3)[C@@H]2CO)n1 | -1.1
C[C@@H]1CN([C@@H](C)CO)C(=O)c2cc(/C=C/c3ccccc3)cnc2O[C@@H]1CN(C)Cc1cccc(C(=O)O)c1 | 0.6
CC(=O)Nc1ccccc1-c1cn(CC(=O)N2CCOCC2)nn1 | -2.5
O=C(C[C@@H]1CC[C@H]2[C@@H](COC[C@H](O)CN2C(=O)Nc2ccc(Cl)c(Cl)c2)O1)NCc1ccc(Cl)cc1 | -3.0
C[C@H]1CCCCO[C@@H](CN(C)S(=O)(=O)c2ccccc2)[C@@H](C)CN([C@@H](C)CO)C(=O)c2cc(NS(=O)(=O)c3cn(C)cn3)ccc2O1 | -0.2
CN(C)CC(=O)Nc1ccc2c(c1)[C@H]1C[C@H](CC(=O)NCc3cccnc3)O[C@@H](CO)[C@H]1O2 | -2.0
CC(C)NC(=O)Nc1ccc2c(c1)CC(=O)N([C@@H](C)CO)C[C@@H](C)[C@H](CN(C)Cc1ccncc1)O2 | 1.7
C=C[C@@H](COC(=O)c1ccc([N+](=O)[O-])cc1)N(Cc1ccc(OC)cc1)S(=O)(=O)c1ccc(Br)cc1 | -2.9
COc1cccc(S(=O)(=O)N[C@@H]2CC[C@H](CC(=O)NC3Cc4ccccc4C3)O[C@@H]2CO)c1 | -2.3
C[C@H]1CN([C@@H](C)CO)C(=O)Cc2cc(NS(=O)(=O)c3cn(C)cn3)ccc2O[C@H]1CN(C)S(=O)(=O)c1cn(C)cn1 | -2.2
C[C@@H]1CN([C@H](C)CO)C(=O)c2cc(-c3cccc(C(=O)N(C)C)c3)cnc2O[C@@H]1CN(C)C(=O)Cc1ccccn1 | 2.5
CC(=O)N(C)C[C@H]1Oc2ncc(-c3ccc(C#N)cc3)cc2C(=O)N([C@H](C)CO)C[C@H]1C | -0.8
C[C@@H]1CN([C@@H](C)CO)C(=O)c2cccc(NS(=O)(=O)c3ccc(Cl)cc3)c2O[C@@H]1CN(C)C(=O)Nc1ccccc1 | -3.1
C[C@@H]1CN([C@@H](C)CO)C(=O)c2cc(NC(=O)C3CCCCC3)ccc2O[C@@H]1CN(C)C(=O)Nc1ccc(F)cc1 | 0.2
C[C@H]1CN([C@@H](C)CO)C(=O)Cc2cc(NC(=O)CCN3CCOCC3)ccc2O[C@@H]1CN(C)CC1CC1 | 0.7
C[C@@H]1CN([C@H](C)CO)C(=O)c2cc(NC(=O)c3ccncc3)ccc2O[C@H]1CN(C)C(=O)Nc1ccc2c(c1)OCO2 | 1.2
CN(C)C(=O)c1ccc(-c2ccc([C@H]3[C@H](CO)N4CCCCN(C(=O)C5CC5)C[C@@H]34)cc2)cc1 | -0.1
C[C@@H]1CN([C@@H](C)CO)C(=O)c2cc(Br)cnc2O[C@H]1CN(C)C(=O)c1cccnc1 | 7.3
C[C@@H]1CN([C@H](C)CO)S(=O)(=O)c2ccc(/C=C/c3ccccc3)cc2O[C@@H]1CN(C)Cc1cccnc1 | 3.1
COc1ccc([Si](C)(C)[C@@H]2[C@@H](CCO)O[C@]3(C(=O)N(Cc4cccc(N5CCOC5=O)c4)c4ccccc43)[C@H]2C)cc1 | -1.5
CC(C)CC#Cc1cnc2c(c1)C(=O)N([C@H](C)CO)C[C@@H](C)[C@H](CN(C)S(=O)(=O)c1ccccc1)O2 | -2.2
C[C@@H]1CN([C@@H](C)CO)C(=O)Cc2cc(NS(=O)(=O)c3ccccc3)ccc2O[C@@H]1CN(C)Cc1ccc(Oc2ccccc2)cc1 | -4.4
CN(C)CC(=O)Nc1ccc2c(c1)[C@H]1C[C@@H](CC(=O)NCc3ccc(-c4ccccc4)cc3)O[C@@H](CO)[C@H]1O2 | -3.0
CO[C@H]1CN(C)C(=O)c2ccc(NC(=O)C3CC3)cc2OC[C@@H](C)N(CCc2ccccc2)C[C@@H]1C | 0.1
CNC[C@@H]1OCCCC[C@H](C)Oc2ccc(NC(=O)Nc3ccc(OC)cc3)cc2C(=O)N([C@H](C)CO)C[C@H]1C | -0.4
O=C(C[C@H]1CC[C@H](NC(=O)C2CCC2)[C@@H](CO)O1)Nc1nccs1 | 1.7
C[C@@H]1CN([C@H](C)CO)C(=O)c2cccc(NS(=O)(=O)c3cn(C)cn3)c2O[C@@H]1CN(C)C(=O)Nc1cccc2ccccc12 | -2.6
C[C@@H]1CN([C@@H](C)CO)S(=O)(=O)c2ccc(C3=CCCC3)cc2O[C@@H]1CN(C)C(=O)CN(C)C | 3.4
C[C@@H]1CN([C@@H](C)CO)C(=O)Cc2cc(NC(=O)c3ccncc3)ccc2O[C@H]1CN(C)CC1CC1 | 1.2
CC(=O)N[C@H]1CC[C@H](CC(=O)NCc2ccc(Cl)cc2)O[C@@H]1CO | 0.2
CO[C@H]1CN(C)C(=O)c2cc(NC(=O)C3CC3)ccc2OC[C@H](C)N(Cc2cncnc2)C[C@@H]1C | -0.5
CC(C)C#Cc1ccc([C@@H]2[C@@H](C#N)N(C(=O)CN(C)C)[C@@H]2CO)cc1 | 0.1
Cc1ccccc1-c1cnc2c(c1)C(=O)N([C@H](C)CO)C[C@H](C)[C@@H](CN(C)C(=O)c1cccnc1)O2 | 1.2
COc1ccc(CNC(=O)C[C@@H]2CC[C@H](NC(=O)c3cccc(F)c3)[C@H](CO)O2)cc1 | -0.2
C[C@@H]1CN([C@H](C)CO)C(=O)c2cc(NS(=O)(=O)c3ccc(Cl)cc3)ccc2O[C@@H](C)CCCCO[C@H]1CN(C)Cc1ccc(C(F)(F)F)cc1 | -0.6
C[C@H]1CCCCO[C@@H](CN(C)C(=O)Cc2ccccc2)[C@@H](C)CN([C@@H](C)CO)C(=O)c2cc(NS(=O)(=O)c3ccc(Cl)cc3)ccc2O1 | -2.4
CCS(=O)(=O)N1CCCCN2[C@H](C1)[C@H](c1ccc(C#Cc3ccccn3)cc1)[C@@H]2CO | -2.9
CNC[C@@H]1OCCCC[C@@H](C)Oc2ccc(NC(=O)c3ccncc3)cc2C(=O)N([C@@H](C)CO)C[C@H]1C | -1.1
C[C@@H]1CN([C@H](C)CO)C(=O)c2cc(NS(C)(=O)=O)ccc2O[C@H]1CN(C)S(=O)(=O)c1cccs1 | 3.6
C[C@H](CO)N1C[C@H](C)[C@H](CN(C)S(=O)(=O)c2ccc3c(c2)OCCCO3)OCc2cn(nn2)CCCC1=O | 4.7
Cc1noc(C)c1NC(=O)Nc1ccc2c(c1)CC(=O)N([C@H](C)CO)C[C@H](C)[C@H](CN(C)C(=O)Nc1ccc3c(c1)OCO3)O2 | -4.1
COc1cccc(-c2cnc3c(c2)C(=O)N([C@@H](C)CO)C[C@H](C)[C@H](CN(C)Cc2ccc(C(=O)O)cc2)O3)c1 | 1.5
CCNC(=O)C[C@@H]1C=C[C@H](NC(=O)C2CCOCC2)[C@@H](CO)O1 | 1.0
O=C(NCC1CC1)[C@H]1[C@H](CO)[C@H]2Cn3c(ccc(C4=CCCCC4)c3=O)[C@@H]1N2 | 0.3
COc1ccc(S(=O)(=O)N(C)C[C@@H]2Oc3c(NS(=O)(=O)c4ccc(Cl)cc4)cccc3C(=O)N([C@H](C)CO)C[C@@H]2C)cc1 | -4.5
CO[C@H]1CN(C)C(=O)c2cc(NC(C)=O)ccc2OC[C@@H](C)N(Cc2ccc(F)cc2)C[C@@H]1C | -0.3
CCC(=O)N1C[C@H](C)[C@H](OC)CN(C)C(=O)c2ccc(NC(=O)c3cc(C)on3)cc2OC[C@H]1C | -2.2
